# PRMT1 FP inh: PRMT1 (human) inhibition, primary screen. Q99873. recombinant PRMT1, activity-based probe fluorescence polarization. inhibition, % at 2.79 µM. 1.3% of 370,000 active;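 active means inhibition above about 21% made by adding two undisclosed values, limit read from the data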
# LEDGF integ inh: blocks HIV-1 LEDGF/p75-dependent DNA integration; inhibition, % at 3.7 µM; 0.64% of 370,000 active; TR-FRET IN-LEDGF/p75 DNA integration, Eu/Cy5;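 active means inhibition above the screen-wide mean plus 3 SD, cut at about 13% in these data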;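 further: signal is the Cy5 over europium emission ratio at 671 and 618 nm; 0% = plate median of compound wells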
# SIAE primary: human SIAE inhibition, primary screen. AID 1053197. Q9HAT2. inhibition, % at 9.66 µM. SIAE FP-Rh probe binding, fluorescence polarization. 0.69% of 370,000 active;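 active means inhibition above a cutoff: mean of compounds within the control limits plus 3 SD of those, cut at about 17% in these data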;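 further: 0% = plate median of compound wells and 100% = probe without SIAE protein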
# Target sequence (Q9HAT2 whole entry, looked up): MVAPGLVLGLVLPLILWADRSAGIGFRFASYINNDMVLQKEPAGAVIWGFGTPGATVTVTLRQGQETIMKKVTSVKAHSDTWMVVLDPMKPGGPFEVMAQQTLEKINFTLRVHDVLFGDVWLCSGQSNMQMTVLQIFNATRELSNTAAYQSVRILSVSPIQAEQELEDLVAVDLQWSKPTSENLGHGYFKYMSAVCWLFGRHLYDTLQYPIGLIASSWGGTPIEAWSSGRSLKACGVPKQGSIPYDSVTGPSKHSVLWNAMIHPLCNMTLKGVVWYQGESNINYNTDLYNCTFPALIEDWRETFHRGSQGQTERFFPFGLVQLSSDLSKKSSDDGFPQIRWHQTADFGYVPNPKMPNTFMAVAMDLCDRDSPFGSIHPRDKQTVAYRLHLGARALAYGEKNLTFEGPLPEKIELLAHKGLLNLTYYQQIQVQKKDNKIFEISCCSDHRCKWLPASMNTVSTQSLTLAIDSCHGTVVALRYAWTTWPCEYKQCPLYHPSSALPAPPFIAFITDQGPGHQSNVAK
# HTRA1 inh: inhibitors of human serine peptidase HTRA1; 0.5% of 340,000 active; inhibition, % at 5.96 µM; Q92743; AID 504803; recombinant HTRA1, FP-rhodamine activity-based probe, fluorescence polarization; in the data active means inhibition above about 36%;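 further: 0% = enzyme with DMSO and 100% = wells lacking enzyme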
# TCR-CD3 inh: inhibitors of human TCR-CD3 interaction; TAMRA-labeled TCR probe fluorescence, biochemical; AID 651800; inhibition, % at 9.4 µM; 0.37% of 360,000 active; in the data active means inhibition above about 19%;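 further: recombinant mutant TCR 2C K166C tagged with TAMRA read by polarization; 0% = receptor in buffer alone and 100% = receptor with positive control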
# rCAG binder: r(CAG) repeat RNA binding; TO-PRO-1 dye displacement fluorescence; inhibition, % at 3 µM; 1.3% of 370,000 active;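 active means inhibition above the plate cutoff, the mean of all test compounds on that plate plus 3 SD, cut at about 35% in these data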;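 further: 0% = DMSO alone and 100% = 100 µM mitoxantrone as full dye displacement; higher means more dye released from RNA so lower well fluorescence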
# Rev-erbA mod: Rev-erb alpha (human) modulation. AID 1259318. activity, % at 10 µM. 0.79% of 370,000 active. Rev-erbα–FITC-DNA binding, fluorescence polarization, 90 min. P20393;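 active means activity above about 14%, limit read from the data; passing the limit was not always enough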;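 further: 0% = DMSO wells with 35 nM protein and 100% = DMSO wells with 750 nM protein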
# ABHD4 inh: inhibits mouse alpha/beta hydrolase domain 4. purified mABHD4, FP-Rh probe fluorescence polarization. inhibition, % at 8.92 µM. AID 720543. 0.54% of 370,000 active;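 active means inhibition exceeding the mean over every tested compound plus 3 SD, cut at about 30% in these data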;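 further: 0% = plate median of compound wells and 100% = S159A mutant with DMSO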
#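 Assay system: mABHD4 protein; medium: HEPES pH 7.0, NaCl, Pluronic buffer; dosing: 8.92 µM, single dose; schedule: 45 min + 60 min at 25 °C; signal: FP readout, ex 525 nm / em 598 nm; read-out: normalized percent inhibition of probe labeling; repeats: single replicate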
# PG9 Ab binder: binds the HIV-1 gp120 antibody PG9; TR-FRET gp120-PG9 antibody binding; inhibition, % at 6.7 µM; 0.43% of 360,000 active; AID 624416; in the data active means inhibition above about 8.5%
# TDP2 absorb: blocks human TDP2 phosphodiesterase activity; recombinant TDP2, T5PNP hydrolysis, p-nitrophenol absorbance 415 nm; inhibition, % at 12.8 µM; 0.34% of 370,000 active;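 active means inhibition above the mean of all tested compounds plus 3 SD, set per campaign, cut at about 25% in these data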;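 further: 0% = DMSO with enzyme and 100% = buffer with substrate but no TDP2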
# Target sequence (O95551 whole entry, looked up): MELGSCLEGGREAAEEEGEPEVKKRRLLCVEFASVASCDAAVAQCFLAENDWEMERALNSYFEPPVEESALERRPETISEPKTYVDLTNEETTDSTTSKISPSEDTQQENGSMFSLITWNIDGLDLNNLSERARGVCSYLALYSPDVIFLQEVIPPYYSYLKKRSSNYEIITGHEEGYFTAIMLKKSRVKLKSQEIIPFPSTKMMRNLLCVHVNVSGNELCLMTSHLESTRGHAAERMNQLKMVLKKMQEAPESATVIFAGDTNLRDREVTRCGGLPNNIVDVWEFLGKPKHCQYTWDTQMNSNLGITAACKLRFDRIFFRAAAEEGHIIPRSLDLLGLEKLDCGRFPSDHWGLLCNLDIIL
#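 System – recombinant human TDP2 · Quantity – TDP2 enzyme at 120 nM final · Doses – single concentration, 12.8 µM nominal, with 1% DMSO · Incubation – 2 h at 37 °C · Measured by – epi absorbance of p-nitrophenol freed from T5PNP by hydrolysis · Read-out – % inhibition relative to enzyme-containing and enzyme-free wells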
# Active calls of the source: *; x = no result given. A portion of the library; rates above refer to the full screens.
SMILES	PRMT1 FP inh	LEDGF integ inh	SIAE primary	HTRA1 inh	TCR-CD3 inh	rCAG binder	Rev-erbA mod	ABHD4 inh	PG9 Ab binder	TDP2 absorb
O=C(CN1C(=O)CSc2ccccc21)Nc1ccc2c(c1)OCCO2	2	1	-2	3	1	6	2	-3	0.6	4
O=C(NCCCNCc1ccccc1)/C(=N\O)c1ccccc1	-1	2	6	7	-2	-5	5	-1	-0.3	4
O=C(c1cc(-c2ccc(Cl)cc2)nc2ccccc12)N1CCOCC1	2	0	4	-5	-6	-4	4	3	-1.5	4
Cn1c(NNC(=O)c2cccc3ccccc23)cc(=O)n(C)c1=O	-1	5	-1	-2	8	9	1	3	-0.1	-7
C=CCC(=O)NC(C)c1cnn(-c2ccccc2C)c1C (stereo not given)	-4	3	3	1	0	-1	2	-2	-0.4	-13
COc1ccc(CCNC(=S)NCc2ccc(Cl)c(Cl)c2)cc1OC	4	-2	-11	-22	-1	1	3	-7	-0.2	-7
N#Cc1c(Cl)cccc1N1CCSCC1	2	-1	0	x	-4	0	-3	5	-2.2	6
O=C(CSc1nc2sc3c(c2c(=O)n1-c1ccccc1)CCCC3)NN=Cc1ccc(OCc2ccccc2)cc1	1	-2	8	x	x	8	-6	-3	x	8
COCC(O)CNc1ccccc1 (stereo not given)	-2	0	6	2	-2	0	-4	0	-1.5	3
CCn1c(CCNC(=O)c2cccs2)nnc1SCC(=O)Nc1ccc(Cl)cc1	-4	-3	-2	-3	3	-2	0	0	-2.8	5
O=C(NCc1nc2ccccc2[nH]1)c1ccco1	8	2	5	2	-4	9	-1	4	1.8	7
Cc1ccc(NC2c3ncccc3C(=O)N2Cc2cccs2)cc1C (stereo not given)	3	2	1	1	-4	-2	-2	10	0.6	0

# Pulled by compound from the list above (6):
SMILES	PRMT1 FP inh	LEDGF integ inh	SIAE primary	HTRA1 inh	TCR-CD3 inh	rCAG binder	Rev-erbA mod	ABHD4 inh	PG9 Ab binder	TDP2 absorb
O=C(CN1C(=O)CSc2ccccc21)Nc1ccc2c(c1)OCCO2	2	1	-2	3	1	6	2	-3	0.6	4
O=C(NCCCNCc1ccccc1)/C(=N\O)c1ccccc1	-1	2	6	7	-2	-5	5	-1	-0.3	4
O=C(c1cc(-c2ccc(Cl)cc2)nc2ccccc12)N1CCOCC1	2	0	4	-5	-6	-4	4	3	-1.5	4
O=C(CSc1nc2sc3c(c2c(=O)n1-c1ccccc1)CCCC3)NN=Cc1ccc(OCc2ccccc2)cc1	1	-2	8	x	x	8	-6	-3	x	8
N#Cc1c(Cl)cccc1N1CCSCC1	2	-1	0	x	-4	0	-3	5	-2.2	6
Cc1ccc(NC2c3ncccc3C(=O)N2Cc2cccs2)cc1C (stereo not given)	3	2	1	1	-4	-2	-2	10	0.6	0

# (further entries)
SMILES	PRMT1 FP inh	LEDGF integ inh	SIAE primary	HTRA1 inh	TCR-CD3 inh	rCAG binder	Rev-erbA mod	ABHD4 inh	PG9 Ab binder	TDP2 absorb
CC(=O)Nc1cccc(-c2csc(Nc3cc(C)ccn3)n2)c1	4	-1	9	-10	-7	12	4	11	-0.1	10
COc1ccccc1CNc1nc(=S)[nH]c2cc(OC)c(OC)cc12	1	-1	9	-8	2	7	-5	-8	0.3	8
COCCNC(=O)C1CC(c2ccccc2C(F)(F)F)=NO1 (stereo not given)	-2	-1	2	2	8	-3	-9	-1	-2.6	-1
O=C(OC(C(=O)NC1CCCCC1)c1ccccc1F)c1ccco1 (stereo not given)	2	-1	3	1	11	-2	-2	3	-0.3	14
CC(C)C(=NO)c1ccccc1	5	-8	0	1	2	3	-10	-1	1.0	6
CCc1nnc(NC(=O)C(C)Sc2ccccc2)s1 (stereo not given)	-3	-2	-1	3	4	-1	1	-3	-4.4	-2
CNS(=O)(=O)c1cccc(C(=O)OCC(=O)Nc2nc(OC)cc(OC)n2)c1	2	2	-3	14	0	0	3	1	1.6	8
O=C(O)CSc1nnc(-c2ccncc2)n1-c1ccc(Cl)cc1	-1	2	-1	2	-5	-3	0	-2	1.6	4
Cc1ccc2nc(SCC(=O)N3CCCCC3)nc(=O)n2c1	-8	7	2	7	4	0	5	6	-0.8	4
COc1ccc(OCC(=O)Nc2c(C)ccc3nsnc23)cc1	2	-2	1	-5	10	-2	9	-12	-0.7	0
COc1ccc(-c2nc(CN3CCC(C(=O)NC4CCCC4)CC3)c(C)o2)cc1OC	-1	0	0	2	-4	-5	1	-1	-0.3	-14
CCOC(=O)c1cc(C#N)c(SCC(=O)Nc2ccc(C(C)=O)cc2)[nH]c1=O	11	0	-14	-20	7	43*	0	-34	-0.8	8

# Compounds shown so far that contain an aryl methoxy group:
SMILES	PRMT1 FP inh	LEDGF integ inh	SIAE primary	HTRA1 inh	TCR-CD3 inh	rCAG binder	Rev-erbA mod	ABHD4 inh	PG9 Ab binder	TDP2 absorb
COc1ccc(CCNC(=S)NCc2ccc(Cl)c(Cl)c2)cc1OC	4	-2	-11	-22	-1	1	3	-7	-0.2	-7
COc1ccccc1CNc1nc(=S)[nH]c2cc(OC)c(OC)cc12	1	-1	9	-8	2	7	-5	-8	0.3	8
CNS(=O)(=O)c1cccc(C(=O)OCC(=O)Nc2nc(OC)cc(OC)n2)c1	2	2	-3	14	0	0	3	1	1.6	8
COc1ccc(OCC(=O)Nc2c(C)ccc3nsnc23)cc1	2	-2	1	-5	10	-2	9	-12	-0.7	0
COc1ccc(-c2nc(CN3CCC(C(=O)NC4CCCC4)CC3)c(C)o2)cc1OC	-1	0	0	2	-4	-5	1	-1	-0.3	-14

# Going on with the list:
SMILES	PRMT1 FP inh	LEDGF integ inh	SIAE primary	HTRA1 inh	TCR-CD3 inh	rCAG binder	Rev-erbA mod	ABHD4 inh	PG9 Ab binder	TDP2 absorb
Cc1noc2ncc(C(=O)c3cc(F)ccc3O)cc12	-1	1	11	-8	3	1	-3	-1	-0.6	2
CCOc1cc(/C=C2/C(=O)N(c3ccccc3)N=C2C)ccc1OC(=O)c1ccco1	5	25*	5	4	0	18	-8	-8	-1.2	77*
CN(C)S(=O)(=O)c1cccc(C(=O)Nc2ccc(S(=O)(=O)N3CCCC3)cc2)c1	-1	-3	-5	-2	-5	2	-3	1	0.9	8
CC(C)(C)c1ccc(OCCC(=O)Nc2cccc(S(=O)(=O)N3CCOCC3)c2)cc1	-3	4	-24	-25	-4	6	-1	-31	-1.2	-18
COc1ccc2c(c1)c1c3n2CCN(C)C3=NCC1	-4	-2	5	-1	4	0	2	-4	0.6	10
O=C(NN=C1CCCCC1)Nc1ccccc1Cl	0	1	2	-8	-2	6	-5	-10	0.4	-2
N/C(=N\OC(=O)c1cc(-c2ccccc2)nc2ccccc12)c1ccncc1	0	4	-8	2	3	-2	2	-1	-1.6	-5
CS(=O)(=O)Nc1nc2ccccc2[nH]1	0	-6	4	-1	-1	0	10	2	-2.8	-9
Cc1ccc2[nH]c(=O)c(-c3nc4c(C)cccn4c3NCc3ccco3)cc2c1	4	0	1	8	-5	0	4	-2	-2.0	-7
CC1(C)Cc2c(c(N3CCOCC3)nc3sc4c(NCCN)ncnc4c23)CO1	-2	6	-4	15	-1	21	-1	3	1.4	0
CCn1c(CC(=O)Nc2ccccc2)n[nH]c1=S	1	-4	-2	-2	6	1	3	-1	2.3	-8
O=C(O)c1cc(S(=O)(=O)Nc2ccccc2Cc2ccccc2)ccc1Cl	0	3	-7	-6	5	21	-7	-3	-1.8	1

# Additional structures:
SMILES	PRMT1 FP inh	LEDGF integ inh	SIAE primary	HTRA1 inh	TCR-CD3 inh	rCAG binder	Rev-erbA mod	ABHD4 inh	PG9 Ab binder	TDP2 absorb
COc1cccc(NC(=S)N(Cc2ccccn2)Cc2ccccc2Cl)c1	-3	6	-3	-13	-7	2	4	0	0.2	-11
CCOc1ccc(C(=O)NCC(=O)N2CCN(c3ccc(C(F)(F)F)cn3)CC2)cc1	0	0	-5	-6	4	0	3	6	0.5	9
Cc1ccc(-n2c(C)nnc2SCC(=O)N(C)C2CCS(=O)(=O)C2)cc1 (stereo not given)	-1	-1	-3	2	-10	1	-2	-5	-2.7	2
CCCc1ccc2oc(C(=O)N3CCCC3)c(C)c2c1	-1	5	-3	-2	-3	-2	-1	0	-3.0	-23
CN1CCN(c2ncnc3c2cnn3-c2ccc(Cl)cc2)CC1	-6	4	-10	-4	3	2	-5	-9	1.4	-13
CC1=NNC(=O)C1C(c1ccccc1)C(C#N)C#N (stereo not given)	-2	3	-4	5	7	15	-4	-6	-2.9	-13
Cc1oc2cc([N+](=O)[O-])c(O)c([N+](=O)[O-])c2c1C(=O)c1ccc(Cl)cc1	6	10	4	0	-1	36*	18	5	-1.1	-17
CCC(=O)NC(c1ccccc1)c1c(O)ccc2ccccc12 (stereo not given)	1	4	6	-4	10	-1	11	-11	-1.8	1
Cc1ccc(NC(=O)CN(C)C(=O)C2CCC2)cc1	0	1	2	20	-1	1	-3	5	-1.0	-12
C/C=C/c1ccccc1OCc1ccc(C(=O)O)o1	-2	0	-1	4	3	3	2	0	-1.0	-10
Cc1cc(C(=O)CSc2nc3ccccc3c(=O)[nH]2)c(C)n1C	6	7	4	-6	8	7	-2	1	0.1	-3
COc1ccc(CCc2nnc(CCC(=O)NCc3cnc4ccccn34)o2)cc1	0	-5	-9	-7	-9	-3	0	-1	0.5	-1

# Additional structures
SMILES	PRMT1 FP inh	LEDGF integ inh	SIAE primary	HTRA1 inh	TCR-CD3 inh	rCAG binder	Rev-erbA mod	ABHD4 inh	PG9 Ab binder	TDP2 absorb
Cc1cccc(C)c1NC(=O)COC(=O)c1cccnc1	0	-3	-4	3	14	3	-7	1	-2.0	-6
O=C(O)c1ccc(N2C(=O)c3cccc4c(C(=O)O)ccc(c34)C2=O)cc1	12	3	2	x	9	10	-17	15	-1.2	-3
COc1ccc(N(CC(=O)NCc2ccc3c(c2)OCO3)S(C)(=O)=O)cc1OC	-4	-1	7	2	-8	-4	4	4	-1.0	7
FC(F)C(F)(F)Oc1cccc(Nc2nccn3c(-c4ccc5ccccc5c4)cnc23)c1	0	0	-23	x	3	11	8	-11	-1.3	7
CCCSc1nnc(N)s1	5	-9	-2	5	-3	1	5	-3	-1.4	3
O=C(CN1CCOCC1)N/N=C/c1ccc(-c2ccc(Br)cc2)o1	2	-2	-2	-1	-7	1	-4	-2	-1.4	-4
COc1ccc(C(=O)c2sc3nc(C)cc(-c4cccs4)c3c2N)cc1	6	3	-8	-34	5	-1	-2	-2	-1.4	-5
O=C(C1CCN(S(=O)(=O)c2cccc([N+](=O)[O-])c2)CC1)N1CCOCC1	1	-3	-2	-2	5	2	2	-2	0.8	5
O=C(C(Cc1ccccc1)N1C(=O)c2ccccc2C1=O)N1c2ccccc2CCc2ccccc21 (stereo not given)	2	-1	-9	-39	6	0	-2	-18	-0.8	8

# Source: PubChem BioAssay
